# BRCA1 expr act: BRCA1 expression activation | MCF7-BRCA1-FFLuc reporter, luminescence, 48 h; response scale: scaled: vehicle 0%, 10 µM genistein 100% | Potency, µM (titrated, usually from 46.1 µM), for the others: at the highest dose activation, actives largely listed as activators | 380,000 compounds, 1.1% hits | AID 624202; active = well fitted activation curve with a large enough effect; inconclusive = small, poorly fitted or top-dose-only effect; inactive = no such curve, though single readings can be large or run the other way; note: nearly all actives have a fitted effect of over 80% in size; some results filed as inactive show a strong effect at the top dose
#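 MCF7 cells carrying a BRCA1-firefly luciferase reporter (2000 cells/well, phenol-red free MEM) were attached for 2 h at 37 °C, then given compounds for 48 h. Luminescence was read 15 min after luciferase reagent; activity normalized to genistein (10 microM) and DMSO.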
# * hit, by the source's call; ? = inconclusive; & = joins results of further samples. Potency is the fitted concentration of half-maximal effect. Not all compounds are listed; count on the stated rates, not on these rows.
SMILES,BRCA1 expr act
Cc1cnc(C)c(Nc2nc(C(N)CCc3ccccc3)cs2)n1 (stereo unspecified),-37%
COc1ccccc1CN(C)C[C@H]1OCc2cnnn2CCCC(=O)N([C@@H](C)CO)C[C@@H]1C,9%
Cc1cccc(/C=C/c2onc(C)c2[N+](=O)[O-])n1,-42%
N#C/C(=C\c1cccn1S(=O)(=O)c1cccc([N+](=O)[O-])c1)S(=O)(=O)c1ccc(F)cc1,16%
O=C1C=CC(=O)N1c1ccc2c(c1)C(NC(=O)C(F)(F)F)c1ccccc1-2 (stereo unspecified),-52%
CCCCN1C[C@H](Cc2ccccc2)[C@@H](CC(=O)NC)C1=O,0%
CCOC(=O)C1CCCCN1C(=O)CCc1nnc(-c2ccc3c(c2)OCO3)o1 (stereo unspecified),84%
CCOC(=O)c1cnn(-c2sc(C(=O)OCC)c(C)c2C(=O)OCC)c1N,9%
N#Cc1ccccc1S(=O)(=O)NC(=O)[C@H]1O[C@@H](n2cnc3c(N)ncnc32)[C@H](O)[C@@H]1O,-4%
CC1CN(C(=O)[C@@H]2CCCN2S(=O)(=O)c2ccc(Cl)cc2)CC(C)O1 (stereo partly specified),-4%
O=C(NCCO)c1cccc(-c2cccc3nccn23)c1,-44%
CSc1ccc(OC2(C)CCN(Cc3ccc(-c4ccccn4)cc3)C2)cc1 (stereo unspecified),-7%
C[C@H](CO)N1C[C@H](C)[C@H](CN(C)Cc2ccncc2)OCc2ccccc2-c2c(n(C)c3ccccc23)C1=O,-24%
Nc1ccc(N=Nc2ccccc2)cc1[N+](=O)[O-],-35%
CC[C@]12C(=O)N(C)C[C@H]([C@@H]3C(=O)N(C)C(=O)[C@@H]31)N2C(=O)c1ccc(Cl)c(Cl)c1,10%
COCCN(C(=O)c1ccco1)c1nc(-c2ccc(OC)cc2)cs1,?
NNC(=O)C1SCCN1S(=O)(=O)c1ccc(Cl)cc1 (stereo unspecified),19%
Cc1ccc(Cl)c(OCCCCN2CCC(C)CC2)c1,-20%
O=C1C=CC(=O)c2c(O)c(N3CCN(CCOCCO)CC3)c(Br)c(O)c21,-78%
C#CCNC(=O)C[C@@H]1C[C@@]2(C(=O)OC)CCCCC=C2N(Cc2cccc3ccccc23)C1=O,-24%
Cc1ccn2c(=O)c(NC(=O)c3ccc4c(c3)OCO4)c(C)nc2c1,5%
CC(C)C[C@H]1CN(CCCC[C@H]2CNC(=O)C(=O)N2Cc2ccccc2)C(=O)C(=O)N1CCC1CCCCC1,21%
CCOCCOc1cc(NCc2ccccc2)c2ncn(C(C)C)c2c1,-81%
COc1cccc2c(=O)c3c([nH]c12)OC(C)(C)C3,-4%
COc1cc(/C=C/c2cncc(/C=C/c3cc(OC)c(OC)c(OC)c3)c2)cc(OC)c1OC,14%
CCCS(=O)(=O)NC(=O)C1(C)CCCN(C(=O)c2cc(-c3cccs3)oc2C)C1 (stereo unspecified),42%
COc1ccc(CCN2C(=O)c3ccccc3C2c2nnnn2Cc2ccccc2)cc1OC (stereo unspecified),4%
CNc1cc(-c2ccc(OC)c(OC)c2)ncn1,71%
CCOc1ccc(NC(=O)COC(=O)c2c[nH]c3ccccc23)cc1,-24%
COc1ccc(C(=O)OCC(=O)Nc2cccc(S(=O)(=O)N3CCCCCC3)c2)cc1[N+](=O)[O-],24%
Cc1ccc(-c2ccc(CN3C(CC(C)C)C(=O)N(Cc4cn(CCC5OCCCO5)nn4)CCS3(=O)=O)cc2)cc1 (stereo unspecified),-61%
CC(C)CC1C(=O)N(Cc2cn(CC3CCCCC3)nn2)CCS(=O)(=O)N1Cc1ccc(-c2ccc(Cl)cc2)cc1 (stereo unspecified),-27%
Cc1cccc(C(=O)Nc2c(C(=O)N3CCN(C)CC3)cnn2-c2ccccc2)c1,-3%
CCCCC[C@H](C)N1C[C@H](COCc2ccccc2)Oc2cc(N3CCC[C@@H]3COC)ccc2S1(=O)=O,-4%
CC(C)NC(=O)N(C)C[C@@H]1OCc2cnnn2CCCC(=O)N([C@H](C)CO)C[C@H]1C,8%
COc1cc(OC)nc(C(NC(=O)C2CCN(Cc3c[nH]c4ccccc34)CC2)c2ccc(Cl)cc2)n1 (stereo unspecified),-47%

# Among those listed so far, six contain a Cl atom:
SMILES,BRCA1 expr act
CC1CN(C(=O)[C@@H]2CCCN2S(=O)(=O)c2ccc(Cl)cc2)CC(C)O1 (stereo partly specified),-4%
CC[C@]12C(=O)N(C)C[C@H]([C@@H]3C(=O)N(C)C(=O)[C@@H]31)N2C(=O)c1ccc(Cl)c(Cl)c1,10%
NNC(=O)C1SCCN1S(=O)(=O)c1ccc(Cl)cc1 (stereo unspecified),19%
Cc1ccc(Cl)c(OCCCCN2CCC(C)CC2)c1,-20%
CC(C)CC1C(=O)N(Cc2cn(CC3CCCCC3)nn2)CCS(=O)(=O)N1Cc1ccc(-c2ccc(Cl)cc2)cc1 (stereo unspecified),-27%
COc1cc(OC)nc(C(NC(=O)C2CCN(Cc3c[nH]c4ccccc34)CC2)c2ccc(Cl)cc2)n1 (stereo unspecified),-47%

# Continued:
SMILES,BRCA1 expr act
O=c1cc(NCc2ccccc2)[nH]c(=O)[nH]1,1%
COc1ccc(C=CC(=O)c2c(OC)cc(OC)c(OC)c2O)cc1,-9%
C(=C\c1c[nH]c2ccccc12)/c1nccc2ccccc12,-8%
CC1(C)CN=C(c2ccccc2)NC1,2%
Cc1cccc2c(=O)c(C(=O)NCc3cccs3)c[nH]c12,13µM*
O=C(Oc1nsnc1N1CCOCC1)N1CCCCC1,-2%
O=C(NCCS(=O)(=O)N1CCN(c2ccccc2)CC1)C12CC3CC(CC(C3)C1)C2,0%
COc1cc(C(=O)OCC(=O)N2CCN(S(=O)(=O)c3ccc(C)cc3C)CC2)c([N+](=O)[O-])cc1OC,-29%
CC(C)(C)Cc1c(-c2cccc(Br)c2)nc2ccc(Cl)cn12,-19%
C#CCNC(=O)C[C@@H]1C[C@@]2(C(=O)OC)CCCCC=C2N(Cc2ccco2)C1=O,12%
CC(=O)c1ccc(Nc2nc(C(N)CCc3ccccc3)cs2)cc1 (stereo unspecified),-26%
CCOC(=O)N(C)c1c(CC)nc2c(OCc3ccccc3C)cccn12,-22%
COc1ccc(OCCn2c(C)nc3ccccc32)cc1,3%
Cc1ccc([C@@H]2CC(=O)[C@@H]3CN(S(=O)(=O)c4ccc(C)cc4)[C@H](c4ccccc4F)C[C@@H]3N2S(=O)(=O)c2ccc(Cl)cc2)cc1,8%
NC(Cc1ccc(C(F)(F)F)cc1)c1csc(Nc2cc(Oc3ccccc3)ncn2)n1 (stereo unspecified),-74%
COc1cc(Cl)ccc1OCc1cc(C(=O)N2CCN(C3CCCCC3)CC2)no1,2%
COc1ccc2nc3cc([N+](=O)[O-])ccc3c(NNc3ccc([N+](=O)[O-])cc3)c2c1,-20%
CC(C)C1C(=O)N(Cc2cn(CCC3OCCCO3)nn2)CCS(=O)(=O)N1Cc1ccc(-c2cccc(N(C)C)c2)cc1 (stereo unspecified),2%
Fc1ccccc1/C=N/Nc1cc(N2CCCCC2)ncn1,?
COc1ccc(-c2cc(NC=O)c3ncc(-c4cccc(C(=O)NCCN(C)C)c4)n3c2)cc1,-25%
O=C(CCc1ccc(O)cc1)NN=Cc1cc(Br)ccc1O,-61%
O=C(NC(c1ccc(F)cc1)c1ccc2ccccc2n1)C1CCN(Cc2ccc3ccccc3n2)CC1 (stereo unspecified),-61%
O=C(NC(c1ccc(Cl)cc1)c1ccsc1)C1CCN(Cc2cccc(Cl)c2)CC1 (stereo unspecified),-36%
CC1(c2nc3ccccc3[nH]2)CCC2=Nc3ccccc3CN21 (stereo unspecified),7%
COc1ccc(OC)c(S(=O)(=O)Nc2cccc3c(O)cccc23)c1,-25%
CCN1CCCC1CNC(=O)c1cc(N)ccc1OC (stereo unspecified),-3%
CCN(CC)C(=O)C1=C(C)N(Cc2ccccc2)C(=O)C(CC(=O)NC2CC2)C1 (stereo unspecified),3%
COC(=O)[C@]12CCCCC=C1N(CCC1=CCCCC1)C(=O)[C@H](CC(=O)N1CCN(C(=O)C3CC3)CC1)C2,0%
O=C(CCCCn1cnc2c(=S)nc[nH]c21)Nc1ccc(C(=O)O)cc1,2%
CC(C)(C)NC(=O)COC(=O)CNC(=O)C1CCCCC1,5%
Cc1ccc(S(=O)(=O)N2CCCc3ccccc32)cc1,-50%
O=C(/C=C/[C@H]1O[C@@H](n2ccc(=O)[nH]c2=O)[C@H](O)[C@@H]1O)NCCN1CCCCC1,21%
COc1ccc(CN2C[C@@H](CO)O[C@@H](n3cnc4c(NCc5ccncc5)ncnc43)C2)cc1,-1%
CC1=C(C(=O)N2CCCCCC2)CC(CC(=O)NC(c2ccccc2)c2ccccc2)C(=O)N1CCC1=CCCCC1 (stereo unspecified),0%
COCCNc1nc(Oc2ccc(CC(=O)OC)cc2)c2sc(-c3ccccc3)cc2n1,3%
Cc1ccc(Cc2c(-c3ccc(C)cc3)nc3ccc(Cl)cn23)cc1,3%
Cc1ccc(S(=O)(=O)c2ccsc2NC(=O)c2ccccc2)cc1,-16%
CN(C(=O)COC(=O)c1c[nH]c2ccccc12)c1ccccc1,41%
COc1cccc(NC(=O)N(C)C[C@@H]2Oc3cc(Br)ccc3S(=O)(=O)N([C@@H](C)CO)C[C@H]2C)c1,-1%
CC(=O)Nc1ccc(CCCCc2ccc(NC(C)=O)cc2)cc1,6%
Cc1ccc(S(=O)(=O)N2CCCCC2)cc1NC(=O)c1ccco1,-13%
Cc1cc(Br)cn2c(Cc3ccccc3C(F)(F)F)c(-c3cccc(Br)c3)nc12,23%
CCN(CC(=O)Nc1ccc(NC(C)=O)cc1)C(=O)c1ccc(S(=O)(=O)N2CCCC2)cc1,-4%
O=C(CN1CCN(S(=O)(=O)c2ccc(Br)s2)CC1)NC1CCCCC1,-21%
Cn1c(=O)c2c(nc(N3CCN(Cc4ccccc4)CC3)n2CC(=O)c2ccccc2)n(C)c1=O,0%
C[C@H]1CN([C@@H](C)CO)S(=O)(=O)c2ccc(Br)cc2O[C@@H]1CN(C)S(=O)(=O)c1ccccc1,-18%
COC(=O)C[C@H]1c2cc(C(F)(F)F)ccc2S(=O)(=O)N1Cc1ccccc1OC,0%
O=C1C(=Cc2ccc(Cl)cc2)CCc2ccccc21,82%
CNc1ncnc(NC)c1[N+](=O)[O-],-10%
Cc1ccc(S(=O)(=O)N(C)C)cc1NC(=O)C(C)OC(=O)c1ccc2c(=O)n3c(nc2c1)CCC3 (stereo unspecified),-4%
COc1ccc(-c2sc3ccccc3c2-c2cc(OC)ccc2C=O)cc1,-17%
O=C(NCCc1ccc(Cl)cc1)C1CC(=O)N(C2CCCCC2)C1 (stereo unspecified),-1%
COc1cc(NC(=O)C2(C)CCCN2C)cc(OC)c1OC (stereo unspecified),17%
Nc1nc(=S)c2ncn(C3OC(CO)CC3O)c2[nH]1 (stereo unspecified),2%
c1ccc(COc2ncnc3c2ncn3CCCN2CCN(c3ccccn3)CC2)cc1,-5%
COc1ccc(NS(=O)(=O)N2CCCCC2)cc1,-13%
CC1=C(C(=O)Nc2cc(C(=O)N3CCN(c4ccc(Cl)cc4)CC3)ccc2C)SCCO1,-43%
C#CCOCCOCCOCCNc1nc(N2CCN(C(=O)[C@H]([C@@H](C)O)n3cc(CCCCN)nn3)CC2)nc(N2CCN(C(=O)[C@H](C)n3cc(CCC(=O)O)nn3)CC2)n1,25%
CCN(C(=O)COC(=O)CCC(=O)c1ccc(Cl)cc1)c1c(N)n(Cc2ccccc2)c(=O)[nH]c1=O,-9%
CC1(C(=O)NCc2ccc3c(c2)OCO3)CCN1C(=O)C1(c2ccc(Cl)cc2)CC1 (stereo unspecified),-7%

# Shown as labelled records: part of the list above
> Nc1nc(=S)c2ncn(C3OC(CO)CC3O)c2[nH]1 (stereo unspecified)
  BRCA1 expr act: 2%
> c1ccc(COc2ncnc3c2ncn3CCCN2CCN(c3ccccn3)CC2)cc1
  BRCA1 expr act: -5%
> COc1ccc(NS(=O)(=O)N2CCCCC2)cc1
  BRCA1 expr act: -13%
> CC1=C(C(=O)Nc2cc(C(=O)N3CCN(c4ccc(Cl)cc4)CC3)ccc2C)SCCO1
  BRCA1 expr act: -43%

# Next entries:
SMILES,BRCA1 expr act
COc1cc(C2C(C#N)=C(N)OC3=C2C(=O)CC(C)(C)C3)cc2c1OCO2 (stereo unspecified),12%
CCOc1ccc(N2C(=O)CC(Sc3nc(O)c(CC)c(=O)[nH]3)C2=O)cc1 (stereo unspecified),-2%
CS(=O)(=O)N(CC(=O)N1CCc2ccccc2C1)c1cccc(Br)c1,5%
O=C(Nc1ccc(F)c(Cl)c1)c1cc(C2CCCN(C(=O)CCc3ccccc3)C2)on1 (stereo unspecified),23%
CC(C)(C)NS(=O)(=O)c1cccc2nsnc12,5%
C/C=C(\C)C(=O)NCCN1C2=NC[C@@H](Cc3ccccc3)N2C[C@@H]1Cc1ccc(OC)cc1,14%
N#Cc1nc(-c2ccc(OCc3ccc(Cl)cc3)cc2)oc1N1CCCC1,-17%
CCOc1ccccc1N1CCN(CC(=O)N(C)CC(=O)Nc2ccccc2CC)CC1,-7%
O=C(CC[C@H]1O[C@@H](n2cnc3c(NC(=O)c4ccccc4)ncnc32)[C@H](O)[C@@H]1O)NCCc1cc2ccccc2[nH]1,0%
COc1ccc([N+](=O)[O-])c(O)c1C(C)=O,-6%
O=C(Nc1ccc(Cl)cn1)c1ccccc1-c1ccccc1,-8%
Cc1ccc(Cl)cc1-c1cc(C(=O)NCc2ccc(C(F)(F)F)cc2)[nH]n1,0%
O=C1NN=C2CCCCCCC12 (stereo unspecified),8%
C[N+](C)(C)c1ccc(/C=C/c2ccnc3ccccc23)cc1,-25%
Cc1cccc(S(=O)C(c2ccccc2)c2ccccc2)c1 (stereo unspecified),-23%
COc1ccc(/C=C/c2ccnc3ccccc23)cc1,0%
O=C1NC[C@@H](CCCCN2C[C@H](Cc3ccc(O)cc3)N(CCC3CCCCC3)C(=O)C2=O)N(CC2CCCCC2)C1=O,9%
CCc1nc(N)nc(N)c1-c1ccc(Cl)c(N=[N+]=[N-])c1,-58%&-75%
CCN=C(NCC)SC1CC(=O)N(CCc2ccccc2)C1=O (stereo unspecified),-3%
COc1ccc(N2CCN(CC(=O)Nc3c(C)cccc3C)CC2)cc1,-18%
